BCR signal inh: qHTS Assay to Find Inhibitors of Chronic Active B-Cell Receptor Signaling; ABC-DLBCL IkBa-CBG/CBR reporter, luminescence ratio, 4 h; Potency, µM (top dose mostly 46.1 µM), without a hit: at the highest dose ratio change, negative = lower green/red ratio, usual class: inhibitors; 340,000 tested, 0.05% active; AID 493014, 2011; active means well fitted inhibition curve with a large enough effect in the signal ratio, with a control signal flat, not every such curve was filed as active; inconclusive means small, poorly fitted or top-dose-only effect, or effect the other way, or a change in a side signal; the % refers to the signal ratio;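 further: potency means the concentration at half of the fitted maximal effect; plate controls were basal doxycycline-induced cells for no effect and cells given 10 µM MG132 for full effect; MG132 reads +100%, hits lower the ratio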
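Concentration-response series (up to 46 uM) were applied to TMD8 dual-reporter cells for 4 h at 37C with doxycycline. Green/red ratio, after filter-overlap correction, defined %Activity; red signal alone was normalised to basal cells and zero luminescence.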
a7 integrin act: qHTS for Activators of Integrin-Mediated Alleviation for Muscular Dystrophy | alpha7betagal myoblasts, beta-gal FDG fluorescence, 48 h | Potency, µM (top dose mostly 38.3 µM), without a hit: at the top dose activation, actives largely listed as activators | 350,000 tested, 0.064% active | AID 624291, 2012;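 further: potency means the concentration at half of the fitted maximal effect; 100% = response of the positive control SU9516; nearly all actives have a fitted effect of over 60% in size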
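Alpha7betagal+/- myoblasts (passage 13) were plated 16-24 hr, then exposed to compounds (1:260 dilution of DMSO stock) for 48 hours at 37C. After MPER lysis, β-galactosidase reporter activity was read as FDG fluorescence (ex 480/em 540) after 30 minutes.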
Eya2 phos inh: qHTS Assay for Inhibitors of the Phosphatase Activity of Eya2; Potency, µM (titrated, usually from 76.9 µM), for inactives: top-dose activity, negative = inhibition, hits mostly inhibitors; recombinant Eya2, OMFP fluorescence dephosphorylation (OMFP is methylfluorescein phosphate); Protein phosphatase EYA2 (Homo sapiens), O00167; 330,000 tested, 0.006% active; further: potency means the concentration at half of the fitted maximal effect; on the % scale 0 is the no-effect control and ±100 the full control effect
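Eya2 protein (added as 0.2 uM solution) was preincubated with compound for 10 min at ambient temperature in 50 mM HEPES pH 7.5, 50 mM NaCl, 5 uM MgCl2, 0.05% BSA, 1 mM DTT. OMFP (added at 50 uM) then reacted 10 min; fluorescence read at 485/525 nm.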
PTAP TSG101 blk: qHTS Assay for Iinhibitors of HIV-1 Budding by Blocking the Interaction of PTAP/TSG101; Fluorescence polarization, FITC-PTAP peptide / Tsg101 binding; Potency, µM (doses to about 115 µM), inactives show at the top dose activity change, negative = inhibition, hits mostly inhibitors; 340,000 tested, under 10 active; AID 493005, 2010; active means well fitted inhibition curve with a large enough effect in the main read-out, with a control signal flat, not every such curve was filed as active; inconclusive means small, poorly fitted or top-dose-only effect, or effect the other way, or a change in a side signal; inactive means no such curve, though single readings can be large or run the other way; further: potency means the concentration at half of the fitted maximal effect; % of control where 0% means no effect
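Steps: Tsg101 binding domain dispensed (10 uM final), compounds pinned in DMSO, FITC-labeled PTAP-motif peptide added (50 nM final); after 20 min binding at room temperature, polarization measured.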
AT treatment: qHTS Assay for Identifying a Potential Treatment of Ataxia-Telangiectasia. […] A-T fibroblasts, KAP-1 phosphorylation AlphaLISA; neocarzinostatin DNA damage 30 min before lysis. AID 485349, 2010. 320,000 tested, 0.19% active. Potency, µM (titrated, usually from 57.5 µM), for inactives: at the top dose activation, most hits filed as activators; further: potency means the concentration at half of the fitted maximal effect; % of control where 0% means no effect; nearly all actives have a fitted effect of over 45% in size
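hTERT-immortalized A-T patient fibroblasts ([…]), 500 cells/well in OPTI-MEM, 1% FBS, got compounds for 60 min, then NCS for 30 min at 37C. Lysates were then assayed for phospho-KAP-1 by AlphaLISA (anti-pKAP1 donor, anti-KAP1 acceptor beads), 6 hr at 25C.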
TSHR antag: Antagonists of the Thyroid Stimulating Hormone Receptor: HTS campaign; activity change, negative = inhibition, % at 11.5 µM; TSHR-expressing cells, TSH-stimulated cAMP HTRF, 2 h; stronger effect = lower value; 330,000 tested, 0.2% active;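 active means activity change below a set negative limit, meaning inhibition stronger than a set level, cut at about -70% in these data; inconclusive means activity change between two set negative limits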; further: on the % scale 0 is the no-effect control and ±100 the full control effect
Target sequence (P16473 whole entry, looked up): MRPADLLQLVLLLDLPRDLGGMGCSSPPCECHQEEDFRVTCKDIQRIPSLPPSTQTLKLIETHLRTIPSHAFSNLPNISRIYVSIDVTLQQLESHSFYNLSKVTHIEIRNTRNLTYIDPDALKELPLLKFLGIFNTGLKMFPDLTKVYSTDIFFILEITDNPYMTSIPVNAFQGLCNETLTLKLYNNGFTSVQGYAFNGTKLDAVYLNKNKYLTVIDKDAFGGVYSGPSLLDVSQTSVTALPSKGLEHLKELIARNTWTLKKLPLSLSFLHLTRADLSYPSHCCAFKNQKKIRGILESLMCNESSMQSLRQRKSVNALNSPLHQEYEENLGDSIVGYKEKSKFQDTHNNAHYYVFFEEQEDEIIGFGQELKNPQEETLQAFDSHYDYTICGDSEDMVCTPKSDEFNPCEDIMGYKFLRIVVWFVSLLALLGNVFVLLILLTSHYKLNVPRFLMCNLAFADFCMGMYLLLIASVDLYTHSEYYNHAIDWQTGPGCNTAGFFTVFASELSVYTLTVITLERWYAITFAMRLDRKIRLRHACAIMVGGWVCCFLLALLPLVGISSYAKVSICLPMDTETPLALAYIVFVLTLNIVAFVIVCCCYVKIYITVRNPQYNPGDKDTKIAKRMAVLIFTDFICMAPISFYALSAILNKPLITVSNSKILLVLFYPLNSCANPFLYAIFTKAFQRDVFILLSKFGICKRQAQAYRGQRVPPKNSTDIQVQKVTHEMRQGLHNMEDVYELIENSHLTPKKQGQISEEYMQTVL
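Cell-based HTRF cAMP assay; TSHR cells + compound, TSH EC80 (4nM final), 2 h, 37 deg C. Lysis with anti-cAMP cryptate and cAMP-d2, 30 min RT, read 665/620 nm.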
ELG1 repair inh: qHTS screen for small molecules that inhibit ELG1-dependent DNA repair in human embryonic kidney (HEK293T) cells expressing luciferase-tagged ELG1; AID 504467, 2011; 330,000 tested, 2.3% active; Potency, µM (highest dose often 46.1 µM), for the others: at the top dose activity change, negative = inhibition, usual class: inhibitors; HEK293T ELG1-luciferase reporter, luminescence, 16 h; DNA damage induced by 5-fluorouridine; further: potency means the concentration at half of the fitted maximal effect; on the % scale 0 is the no-effect control and ±100 the full control effect; nearly all actives have a fitted effect of over 55% in size
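Cells (2,000 per well) received 5-fluorouridine plus test compound or DMSO and were incubated 16 hr at 37 °C, 5% CO2. Luciferase activity was read by luminescence 30 min after ONE-Glo addition; signal suppression marked inhibition of damage-induced ELG1 function.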
S-ASM inh: Inhibitors of Secretory Acid Sphingomyelinase (S-ASM): qHTS. placental ASM, HMU-PC fluorogenic substrate, 60 min. Sphingomyelin phosphodiesterase (Homo sapiens), P17405. 340,000 tested, 0.006% active. Potency, µM (series often up to 57.5 µM), for the others: top-dose activity change, negative = inhibition, hits mostly inhibitors; further: potency means the concentration at half of the fitted maximal effect
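Human placenta-derived ASM preincubated with compound 10 min at room temperature, then reacted with 9 uM (final) fluorogenic HMU-PC substrate for 60 min at 37 C. Stop solution raises pH to 10; fluorescence read at Ex 386/Em 447 nm.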
Tb PFK inh: qHTS Assay to Find Inhibitors of T. brucei phosphofructokinase | ATP-dependent 6-phosphofructokinase (Trypanosoma brucei brucei), O15648 | T. brucei PFK, ADP-Glo luminescence | Potency, µM (highest dose often 57.5 µM), inactives show at the highest dose activity, negative = inhibition, most hits filed as inhibitors | 330,000 tested, 0.17% active;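 further: potency means the concentration at half of the fitted maximal effect; 0% = uninhibited 1x PFK enzyme wells and -100% = no-enzyme wells; nearly all actives have a fitted effect of over 60% in size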
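Luminescent ADP detection (ADP-Glo, two-step: ATP depletion then ADP-to-ATP conversion for luciferase) reported PFK activity after 45 min room-temperature reaction of 1.25 nM enzyme with 0.5 mM F6P and 0.1 mM ATP at pH 8.0.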
TCR activator: Activators of T cell receptors: qHTS campaign | primary human leukocytes, anti-CD3, IL-2 HTRF, 48 h | Potency, µM (doses to about 9.22 µM), inactives show at the highest dose activation of IL-2 secretion, usual class: activators | 330,000 tested, under 10 active; further: % of control where 0% means no effect
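IL-2 produced over 48 hr by a-CD3 bead-stimulated primary human leukocytes exposed to compounds was detected with a homogeneous time-resolved FRET immunoassay, 665nm acceptor signal after 320nm excitation.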
Mito fusion yeast: qHTS Assay for Small Molecule Inhibitors of Mitochondrial Division or Activators of Mitochondrial Fusion. S. cerevisiae fusion-defective mutant growth rescue, CellTiterGlo 48 h. Potency, µM (top dose mostly 46.1 µM), for inactives: at the top dose growth rescue (activation), hits mostly activators. 320,000 tested, 0.23% active. AID 485298, 2010;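 further: potency means the concentration at half of the fitted maximal effect; % of control where 0% means no effect; nearly all actives have a fitted effect of over 45% in size; temperature-sensitive fusion mutants such as fzo1-1 at 37 °C on non-fermentable ethanol glycerol medium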
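Temperature-sensitive fusion-defective S. cerevisiae (e.g. fzo1-1, mgm1-5) were grown with compound in YPEG medium (3% ethanol, 3% glycerol) for 48 hours at 37C. Growth rescue was measured as viability by CellTiterGlo luminescence after 10 minutes at ambient.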
The depositor's hits bear a star; ? = inconclusive; . = not tested or not shown; & = joins results of further samples; [ ] = remark or other dose. Unless noted, the call rests on the fitted dose curve; in most records, active means well fitted curve in the direction sought with a large enough effect; inconclusive means small, poorly fitted or top-dose-only effect, or another doubt; inactive means no such curve, though single readings can be large; an effect the other way counts as inactive or inconclusive.

No.	structure	BCR signal inh	a7 integrin act	Eya2 phos inh	PTAP TSG101 blk	AT treatment	TSHR antag
1	C1COC(NC(C2CC2)C2CC2)=N1	?	.	1%&0%	-1%	-2%	-15&-5
2	CC(C)=CCOc1c2ccoc2cc2oc(=O)ccc12	?	-39%	-5%	-4%	2%	2
3	N[C@@H](Cc1c[nH]c2ccc(O)cc12)C(=O)O	-3%	.	-2%&-3%	1%	-5%	-15&19
4	C/C=C/C(=O)N(CC)c1ccccc1C	?	.	-27%&-2%	-4%	-2%	5&-1
5	CN(C)CCCC1(c2ccc(F)cc2)OCc2cc(C#N)ccc21 (stereo not drawn)	-1%&-7%	.	4%&2%&5%	-1%	-13%	-6&12&3
6	CN1CCCN=C1COC(=O)C(O)(c1ccccc1)C1CCCCC1 (stereo not drawn)	-31%	.	3%	-1%	14%	-15
7	COc1ccc(-n2nc3c(N4CCCC(C(=O)NCc5ccccc5C)C4)nnc(C)c3c2C)cc1 (stereo not drawn)	?	.	-14%	.	-2%	12
8	CCCCNc1ccc(C(=O)OCCN(C)C)cc1	?	.	4%&2%	1%	-20%	-5&21
9	Nc1nc(O)c(N=Nc2ccc(S(N)(=O)=O)cc2)c(=O)[nH]1	4%	8%	1%	-7%	-8%	0
10	Cc1cccc2c1NC(=O)C2(c1ccc(O)cc1)c1ccc(O)cc1	-19%	-1%	-9%	-6%	5%	-81*
11	CCCCNc1ccc(C(=O)OCCOCCOCCOCCOCCOCCOCCOCCOCCOC)cc1	-11%	.	13%	-1%	-8%	-4
12	CC(=O)Nc1ccc(CC(=O)O)cc1	11%	.	3%	0%	.	3

No.	ELG1 repair inh	S-ASM inh	Tb PFK inh	TCR activator	Mito fusion yeast
1	25%	-11%	6%	7%	0%&1%
2	7%	4%	8%	1%	23%
3	2%	-3%	-1%	1%	5%&2%
4	14%	0%	0%&-1%	2%	-3%
5	-7%	-4%	-1%&-3%	4%	-47%&-5%&3%[inhibitor]
6	22%	0%	-6%	1%	-4%
7	.	.	2%	.	-2%
8	28%	-2%	1%	-9%	-5%&-5%
9	7%	-2%	1%	-10%	-33%
10	2%	-12%	0%	9%	1%
11	-2%	4%	-5%	1%	-3%
12	.	8%	2%	-5%	-2%

Along the list, from the results shown:
TCR activator, nos. 2 to 10: 1%, 1%, 2%, 4%, 1%, ., -9%, -10%, 9%
ELG1 repair inh, nos. 2 to 10: 7%, 2%, 14%, -7%, 22%, ., 28%, 7%, 2%

Retrieved by structure from the entries so far:
No.	structure	BCR signal inh	a7 integrin act	Eya2 phos inh	PTAP TSG101 blk	AT treatment	TSHR antag
6	CN1CCCN=C1COC(=O)C(O)(c1ccccc1)C1CCCCC1 (stereo not drawn)	-31%	.	3%	-1%	14%	-15
4	C/C=C/C(=O)N(CC)c1ccccc1C	?	.	-27%&-2%	-4%	-2%	5&-1
9	Nc1nc(O)c(N=Nc2ccc(S(N)(=O)=O)cc2)c(=O)[nH]1	4%	8%	1%	-7%	-8%	0

No.	ELG1 repair inh	S-ASM inh	Tb PFK inh	TCR activator	Mito fusion yeast
6	22%	0%	-6%	1%	-4%
4	14%	0%	0%&-1%	2%	-3%
9	7%	-2%	1%	-10%	-33%

Entries listed above printed as active in TSHR antag.
No.	canonical_smiles	a7 integrin act	Eya2 phos inh	PTAP TSG101 blk	TSHR antag	S-ASM inh	Tb PFK inh	TCR activator
10	Cc1cccc2c1NC(=O)C2(c1ccc(O)cc1)c1ccc(O)cc1	-1%	-9%	-6%	-81*	-12%	0%	9%

These rows are one share of the data; rates above refer to the full screens.
